Bioassay records from PubChem.
PKM2 act: activators of human pyruvate kinase M2; P14618; purified PKM2, Kinase-Glo ATP luminescence, activation; response scale: 0% is enzyme alone, no compound; Potency, µM (highest dose often 57.5 µM), for the others: at the highest dose activation, usual class: activators; actives 0.34% (n = 260,000); AID 1631; further: potency means the concentration at half of the fitted maximal effect; on the % scale 0 is the no-effect control and ±100 the full control effect; nearly all actives have a fitted effect of over 55% in size
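Purified hPK-M2 (>95% pure) converted ADP (0.1 mM final) to ATP with 0.5 mM PEP in 50 mM imidazole pH7.2, KCl, MgCl2, Tween 20, BSA; 1 h at room temperature. ATP detected by Kinase-Glo luminescence.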
GALK inhibitor: galactokinase (human) inhibition; Potency, µM (highest dose often 57.5 µM), inactives show top-dose activity change, negative = inhibition, hits mostly inhibitors; P51570; actives 0.007% (n = 270,000); Purified GALK, Kinase-Glo residual ATP luminescence; further: potency means the concentration at half of the fitted maximal effect; on the % scale 0 is the no-effect control and ±100 the full control effect
Target sequence (P51570 whole entry, looked up): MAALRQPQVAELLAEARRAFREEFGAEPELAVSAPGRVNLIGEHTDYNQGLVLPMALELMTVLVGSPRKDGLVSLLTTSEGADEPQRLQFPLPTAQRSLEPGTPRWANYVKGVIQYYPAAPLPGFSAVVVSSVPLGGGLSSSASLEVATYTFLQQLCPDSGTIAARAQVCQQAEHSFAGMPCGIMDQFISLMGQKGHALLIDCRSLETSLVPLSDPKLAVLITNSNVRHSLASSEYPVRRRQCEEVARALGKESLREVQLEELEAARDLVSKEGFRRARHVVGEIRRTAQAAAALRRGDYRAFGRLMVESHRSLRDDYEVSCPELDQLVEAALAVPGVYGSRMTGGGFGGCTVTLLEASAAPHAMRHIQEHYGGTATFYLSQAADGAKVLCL
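5 nM enzyme, 35 uM ATP, 100 uM galactose, 20 mM HEPES pH8.0, 5 mM MgCl2; 1 h RT; residual ATP by Kinase-Glo Plus luminescence, qHTS format.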
Menin-MLL TR inh: menin-MLL binding inhibition, Texas Red mutant peptide. O00255. Menin + Texas Red MLL mutant peptide, fluorescence polarization. Potency, µM (top dose mostly 61.6 µM), for the others: at the highest dose FP activity change, negative = inhibition, hits mostly inhibitors. actives 0.23% (n = 270,000). AID 1768; active means well fitted inhibition curve with a large enough effect in the polarisation, with a control signal flat, not every such curve was filed as active; inconclusive means small, poorly fitted or top-dose-only effect, or effect the other way, or a change in a side signal; inactive means no such curve, though single readings can be large or run the other way; the % refers to the polarisation; further: potency means the concentration at half of the fitted maximal effect; % of control where 0% means no effect; many of its hits are not listed in these tables
Target sequence (O00255 whole entry, looked up): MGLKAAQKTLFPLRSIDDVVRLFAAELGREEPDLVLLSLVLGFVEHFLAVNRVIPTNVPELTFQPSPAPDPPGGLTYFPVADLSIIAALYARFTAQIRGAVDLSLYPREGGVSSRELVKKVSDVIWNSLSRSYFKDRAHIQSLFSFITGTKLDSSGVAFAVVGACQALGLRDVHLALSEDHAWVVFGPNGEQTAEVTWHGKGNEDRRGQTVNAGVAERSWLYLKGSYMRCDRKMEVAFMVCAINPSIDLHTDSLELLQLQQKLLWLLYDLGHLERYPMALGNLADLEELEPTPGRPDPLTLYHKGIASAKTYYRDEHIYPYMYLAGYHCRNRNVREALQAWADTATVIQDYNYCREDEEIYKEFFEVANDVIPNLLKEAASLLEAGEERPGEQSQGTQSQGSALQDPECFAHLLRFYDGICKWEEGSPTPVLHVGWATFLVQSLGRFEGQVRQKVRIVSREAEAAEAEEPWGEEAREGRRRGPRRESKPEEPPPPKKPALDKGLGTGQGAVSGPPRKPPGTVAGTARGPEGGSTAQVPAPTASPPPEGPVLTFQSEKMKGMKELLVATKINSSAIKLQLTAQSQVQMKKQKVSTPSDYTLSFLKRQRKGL
a7 integrin act: activators of alpha7 integrin expression for muscular dystrophy; AID 624291; Potency, µM (series often up to 38.3 µM), inactives show at the top dose activation, usual class: activators; alpha7betagal myoblasts, beta-gal FDG fluorescence, 48 h; actives 0.064% (n = 350,000);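 further: potency means the concentration at half of the fitted maximal effect; 100% = response of the positive control SU9516; nearly all actives have a fitted effect of over 60% in size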
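alpha7betagal+/- myoblasts (passage 13, 250/well) treated 48 h at 37C with compounds at 1:260 dilution of DMSO stock. Lysed, then beta-galactosidase activity read as FDG fluorescence (ex 480/em 540) after 30 min, with pre-read for autofluorescence.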
B2AR arrestin: recruits beta-arrestin to the human beta2-adrenergic receptor | P07550 | beta-arrestin recruitment to beta2AR, cell-based reporter | Potency, µM (doses to about 46.1 µM), for inactives: top-dose activation, actives largely listed as activators | actives 0.02% (n = 330,000) | AID 492947;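 further: potency means the concentration at half of the fitted maximal effect; 0% = DMSO controls and full agonism = EC100 isoproterenol or metaproterenol; nearly all actives have a fitted effect of over 65% in size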
S-ASM inh: inhibitors of human secretory acid sphingomyelinase; P17405; placental ASM, HMU-PC fluorogenic substrate, 60 min; Potency, µM (doses to about 57.5 µM), inactives show at the highest dose activity change, negative = inhibition, hits mostly inhibitors; actives 0.006% (n = 340,000); AID 504937; further: potency means the concentration at half of the fitted maximal effect
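qHTS format. ASM enzyme prepared from human placenta hydrolyses the fluorogenic substrate HMU-PC0 (9 uM final) over 60 min at 37 °C after a 10 min compound preincubation.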
Tb PFK block: inhibitors of T. brucei phosphofructokinase | O15648 | T. brucei PFK, ADP-Glo luminescence | Potency, µM (doses to about 57.5 µM), inactives show at the highest dose activity, negative = inhibition, most hits filed as inhibitors | actives 0.17% (n = 330,000) | AID 485367;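 further: potency means the concentration at half of the fitted maximal effect; 0% = uninhibited 1x PFK enzyme wells and -100% = no-enzyme wells; nearly all actives have a fitted effect of over 60% in size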
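PFK 1.25 nM, F6P 0.5 mM, ATP 0.1 mM, 0.1 M TEA pH 8.0, 5 mM MgCl2, 0.01% Tween20, 0.1% BSA; 45 min RT. ADP-Glo readout. qHTS titration up to 57 uM; curves fitted, compounds curve-classed.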
Coupling enz: inhibits coupling enzyme system, counter-screen for aldolase hits; coupling enzyme system counterscreen, AmpLite Red fluorescence; activity change, negative = inhibition, % at 58.2 µM, hits read low; actives 0.67% (n = 290,000); AID 2472; in the data active means activity change below about -30%; further: on the % scale 0 is the no-effect control and ±100 the full control effect
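Activity here indicates interference with the coupling reaction, not aldolase inhibition. Compounds at 57.5 uM final met coupling enzymes for 10 min at RT; substrate and AmpLite Red detection followed, with a 525/598 nm fluorescence read after 20 min.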
BCR signal inh: chronic active BCR signaling inhibition; ABC-DLBCL IkBa-CBG/CBR reporter, luminescence ratio, 4 h; actives 0.05% (n = 340,000); Potency, µM (top dose mostly 46.1 µM), inactives show at the highest dose ratio change, negative = lower green/red ratio, most hits filed as inhibitors; active means well fitted inhibition curve with a large enough effect in the signal ratio, with a control signal flat, not every such curve was filed as active; inconclusive means small, poorly fitted or top-dose-only effect, or effect the other way, or a change in a side signal; the % refers to the signal ratio;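 further: potency means the concentration at half of the fitted maximal effect; plate controls were basal doxycycline-induced cells for no effect and cells given 10 µM MG132 for full effect; MG132 reads +100%, hits lower the ratio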
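Doxycycline induced both beetle luciferases in TMD8 lymphoma cells; IKK-driven degradation limits the IkappaBalpha-fused green signal, while red luminescence normalises for cell number and nonspecific effects. Compounds tested up to 46 uM, 4 hrs.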
Giardia kill: Giardia lamblia killing | actives 0.15% (n = 340,000) | activity change, % at 7.66 µM, hits read low | Giardia lamblia trophozoite viability; in the data active means activity change below about -80%; inconclusive means between about -30% and that limit;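 further: parasites exposed to compound for two days anaerobically before the ATP read; on the % scale 0 is the no-effect control and ±100 the full control effect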
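Viability, read as ATP luminescence: trophozoites at 100 cells/well, compound added, 48 hrs anaerobic at 37 deg C, then 15-30 min room-temperature development before reading.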
PTAP TSG101 blk: blocks PTAP/TSG101 interaction to inhibit HIV-1 budding; Fluorescence polarization, FITC-PTAP peptide / Tsg101 binding; Potency, µM (top dose mostly 115 µM), for the others: at the top dose activity change, negative = inhibition, most hits filed as inhibitors; 340,000 tested, under 10 active; AID 493005; active means well fitted inhibition curve with a large enough effect in the main read-out, with a control signal flat, not every such curve was filed as active; inconclusive means small, poorly fitted or top-dose-only effect, or effect the other way, or a change in a side signal; inactive means no such curve, though single readings can be large or run the other way; further: potency means the concentration at half of the fitted maximal effect; % of control where 0% means no effect
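Tsg101 binding domain (10 uM final) was mixed with compound and a FITC-labeled PTAP peptide (50 nM final) in HEPES pH 7.5 buffer with NaCl, Tween 20, EDTA and TCEP; fluorescence polarization was read after 20 min at r.t.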
* = called active by the depositor; ? = inconclusive; nt = not tested or not shown; [ ] = another dose, or the depositor's remark. Unless noted, the call rests on the fitted dose curve; in most records, active means well fitted curve in the direction sought with a large enough effect; inconclusive means small, poorly fitted or top-dose-only effect, or another doubt; inactive means no such curve, though single readings can be large; an effect the other way counts as inactive or inconclusive. These rows are one share of the data. The share of hits here may be higher or lower than overall.

structure | PKM2 act | GALK inhibitor | Menin-MLL TR inh | a7 integrin act | B2AR arrestin | S-ASM inh | Tb PFK block | Coupling enz | BCR signal inh | Giardia kill | PTAP TSG101 blk
Cc1nnc(SCC(=O)N(CC(C)C)c2c(N)n(CC(C)C)c(=O)[nH]c2=O)n1-c1ccccc1 | -1% | 0% | 2% | 2% | -0.1% | 18% | -3% | 6 | -3% | -25 | 0%
CCCCCN(C(=O)CCC(=O)OCc1cccc(F)c1)c1c(N)n(CCCC)c(=O)[nH]c1=O | nt | nt | nt | -10% | 0.0% | 0% | -8% | nt | -1% | 8 | 0%
COc1cc(/C=C/C(=O)OCC(=O)NCc2ccc3c(c2)OCO3)cc(OC)c1OC | nt | nt | nt | -11% | 0.0% | -2% | 0% | nt | -5% | -8 | 1%
CNc1ccc(OC)cc1-n1cnc(-c2ccc([N+](=O)[O-])cc2)c1 | 2% | 0% | 18% | 14% | -0.2% | -5% | -14% | 0 | -4% | 7 | 1%
CN(C)S(=O)(=O)c1cccc(C(=O)OCC(=O)Nc2ccc3c(c2)OCCO3)c1 | nt | nt | nt | -7% | 0.0% | -5% | 0% | nt | -2% | 2 | -1%
Cc1ccc(SCC(=O)OC(C)C(=O)NC2(C#N)CCCCC2)cc1 (stereo unspecified) | nt | nt | nt | 29% | -0.5% | nt | 16% | nt | -4% | 4 | -3%
Cn1nc(C(F)(F)F)c(C#N)c1N1CCN(c2ccc(F)cc2)CC1 | 2% | -2% | 1% | 4% | -0.1% | 1% | 0% | -1 | -4% | -3 | -7%
CCOC(=O)C1CCN(C(=O)c2cc(OCC)c(OCC)c(OCC)c2)CC1 | 7% | 0% | 1% | -4% | 0.0% | -1% | 16% | 2 | -9% | 9 | -3%
N#CCCN(C(=O)COC(=O)C1CCN(S(=O)(=O)c2ccc3c(c2)OCCO3)CC1)c1ccccc1 | nt | nt | nt | 13% | 0.1% | 5% | 0% | nt | 4% | -9 | 1%
CCOC(=O)C1CCCN(C(=O)Nc2c(-c3ccccc3)noc2C)C1 (stereo unspecified) | -1% | 0% | nt | 53% | -0.1% | -1% | 0% | -3 | -11% | 6 | -3%
CCOc1ccccc1N(CC(=O)NC1CCCC1)C(=O)CCCC(=O)Nc1ccccn1 | 0% | 0% | -3% | ? | 0.7% | 5% | 4% | -1 | 5% | 15 | -2%
COc1ccc(OC)c(S(=O)(=O)N2CCCC(C(=O)NCc3ccco3)C2)c1 (stereo unspecified) | 10% | 5% | -6% | 5% | -0.2% | 4% | 0% | 1 | -7% | -22 | -1%
O=C(CSc1nc2c(oc3ccccc32)c(=O)n1CC1CCCO1)NCc1ccc(F)cc1 (stereo unspecified) | nt | nt | nt | 8% | -0.3% | 2% | 6% | nt | 1% | -4 | 1%
CCOC(=O)C1CCN(C(=O)C2CC(=O)N(c3ccc(C)cc3)C2)CC1 (stereo unspecified) | -5% | 2% | -13% | 12% | -0.6% | 0% | 8% | 0 | ? | 13 | 1%
O=C(Nc1ccc2c(c1)OCO2)N1CCOCC1 | -3% | 0% | 2% | 18% | 2.7% | 1% | 3% | 0 | 5% | 19 | -7%
CCOc1ccc2c(c1)cc(CN(C(=O)CC)C1CCCCC1)c1nnnn12 | -3% | -3% | ? | -19% | -0.2% | -6% | 2% | 0 | -13% | -5 | -6%
CN(c1ccccc1)S(=O)(=O)c1cccc(NC(=O)C2CC(=O)N(Cc3ccccc3)C2)c1 (stereo unspecified) | -3% | -1% | nt | ? | -0.1% | 1% | ? | -2 | -1% | -18 | -3%
COc1ccc(N2CCN(C(=O)c3ccc(S(=O)(=O)N4CCOCC4)cc3)CC2)cc1 | -2% | 1% | 8% | 4% | 0.1% | -4% | 5% | -3 | -5% | -7 | nt
Cc1cccnc1NC(=O)CSc1ccc2c(c1)OCCO2 | nt | nt | nt | 17% | 0.0% | -1% | -5% | nt | ? | -1 | 1%
COc1ccc(NC(=O)c2cccc(N3C(=O)C4CC=C(C)CC4C3=O)c2)c(OC)c1 (stereo unspecified) | nt | -1% | nt | -21% | 2.9% | -1% | 1% | -4 | ? | -29 | -9%

Profiles from above. Order of values: PKM2 act | GALK inhibitor | Menin-MLL TR inh | a7 integrin act | B2AR arrestin | S-ASM inh | Tb PFK block | Coupling enz | BCR signal inh | Giardia kill | PTAP TSG101 blk
CCOC(=O)C1CCN(C(=O)C2CC(=O)N(c3ccc(C)cc3)C2)CC1 (stereo unspecified) as listed: -5% | 2% | -13% | 12% | -0.6% | 0% | 8% | 0 | ? | 13 | 1%
COc1ccc(OC)c(S(=O)(=O)N2CCCC(C(=O)NCc3ccco3)C2)c1 (stereo unspecified) as listed: 10% | 5% | -6% | 5% | -0.2% | 4% | 0% | 1 | -7% | -22 | -1%

Next section:
structure | PKM2 act | GALK inhibitor | Menin-MLL TR inh | a7 integrin act | B2AR arrestin | S-ASM inh | Tb PFK block | Coupling enz | BCR signal inh | Giardia kill | PTAP TSG101 blk
COCCN(C(=O)COC(=O)CC(C)c1ccccc1)c1c(N)n(Cc2ccccc2)c(=O)[nH]c1=O (stereo unspecified) | nt | nt | nt | 7% | -0.4% | 0% | 0% | nt | 4% | 8 | -1%
COc1ccc(N2CCN(Cc3cc(=O)oc4cc(-c5ccccc5)c(O)cc34)CC2)cc1 | -1% | 1% | ? | -2% | 0.2% | 4% | 1% | 3 | -3% | 5 | -4%
CCc1ccc(N2C(=O)Cc3c2nc(N)c(C#N)c3N)cc1 | 7% | -3% | nt | -24% | 0.3% | 7% | 2% | -4 | -1% | 15 | nt
O=C(Nn1cnc2ccccc2c1=O)c1ccc(F)cc1Cl | -3% | -2% | nt | 19% | -0.7% | -1% | -4% | 1 | ? | -16 | -10%
Cc1cc2nnc(SCC(=O)N(C)C3CCS(=O)(=O)C3)n2c2ccccc12 (stereo unspecified) | -1% | 9% | -12% | -23% | -0.1% | 4% | -2% | 1 | -3% | -5 | -1%
CCOC(=O)C(=O)Nc1nc(-c2ccccc2)c(-c2ccccc2)o1 | -1% | 0% | -4% | 0% | -1.2% | 4% | 2% | 10 | 0% | -7 | 0%
COC(=O)C(CCSC)NC(=O)CNS(=O)(=O)c1ccc(Br)cc1 (stereo unspecified) | 0% | 2% | -5% | 12% | -0.1% | 5% | 0% | 5 | -4% | -1 | -5%
CC(C)CCC1(CCNC(=O)c2cccs2)CCOC(C)(C)C1 (stereo unspecified) | 1% | -1% | nt | 2% | -0.2% | -3% | 2% | 0 | 3% | 18 | -3%
COc1cccc(C(=O)NCC(=O)OCc2ccc(F)cc2Cl)c1 | -1% | -4% | 4% | 4% | 0.5% | -1% | -1% | 0 | 4% | 3 | 0%
CCCCCOC(=O)Cc1c(C)nc(-c2ccccc2)[nH]c1=O | -1% | 9% | -17% | -3% | -0.4% | -1% | 5% | 6 | 3% | -7 | -1%
COC(=O)c1ccc(/C=N/N2C(C)CCCC2C)cc1 (stereo unspecified) | 0% | -2% | -4% | 11% | -0.3% | 2% | 1% | 2 | 5% | 16 | -6%
COc1ccccc1C(=O)Nc1cccc2nc(C)ccc12 | 1%[11.5 µM] | -2% | ? | 0% | -0.3% | 52%[activator] | -1% | -4 | -3% | -11 | -1%
Cc1ccc(NC(=O)CC2SC3=NCCN3C2=O)cc1 (stereo unspecified) | 28% | 2% | 24% | -49%[inhibitor] | -0.9% | 3% | -5% | 1 | 5% | 12 | -1%
CCCC(=O)N1CCN(c2ccc(NC(=S)NC(=O)c3cccc(C)c3)cc2)CC1 | 0% | 7% | -14% | -25% | -0.5% | -4% | 0% | 0 | -1% | 27 | -3%
CC(C)(C)c1cc(Cc2ccccc2)[nH]n1 | -19% | -1% | 16% | 3%[7.66 µM] | 0.0% | 0% | -6% | -1 | 2% | 0 | -5%
COCc1c(Br)c(C)nc(OCC(=O)N/N=C/c2cc(C)n(-c3ccc([N+](=O)[O-])cc3)c2C)c1C#N | -4% | 1% | -8% | -34%[inhibitor] | 6.3% | -6% | 2% | -1 | 4% | -9 | -3%
COC(=O)c1ccccc1Oc1cnc2ccccc2n1 | nt | -4% | 30%[activator] | 12% | -0.2% | -2% | 1% | -16 | -2% | 31[activator] | -2%
